Assay outcomes as filed in PubChem BioAssay.
hgDAF-12 ag: H. glycines DAF-12 receptor agonists, primary screen, cell-based, luminescence, HEK293, GAL4 fusion, UAS-luciferase. Nuclear hormone receptor DAF-12 (Heterodera glycines), GAL4 fusion. HEK293 GAL4-hgDAF12 UAS-luciferase reporter, agonist luminescence; normalized to butyrate control. activation, % at 6.8 µM. 1.8% of 370,000 active. AID 687014, 2013;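 active means activation above a cutoff set at the mean of all screened compounds plus 3 SD, cut at about 10% in these data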;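 further: 0% = DMSO wells and 100% = sodium butyrate wells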
ssDAF-12 act: S. stercoralis DAF-12 nuclear receptor activators, primary screen, cell-based, luminescence, HEK293, GRIP1 co-expression, lit1-tk-luc; HEK293 ssDAF-12/GRIP1 lit1-tk-luc reporter; % of 3 µM dafachronic acid response; activation, % at 6.8 µM; 1% of 370,000 active;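 active means activation above the mean over all tested compounds plus 3 SD, cut at about 0.9% in these data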;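 further: 0% = DMSO-only wells and 100% = 3 µM delta7-dafachronic acid wells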
sPLA2-III inh: human group III sPLA2 inhibitors, primary screen, biochemical, QFRET, BODIPY PC-A2 liposome substrate; Group 3 secretory phospholipase A2 (Homo sapiens), Q9NZ20; QFRET BODIPY PC-A2 liposome hydrolysis, fluorescence; inhibition, % at 12.2 µM; 0.56% of 370,000 active;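 active means inhibition above mean plus 3 SD of compounds lying within the high and low control bounds, cut at about 19% in these data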;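 further: 0% = median of test compound wells and 100% = no enzyme DMSO wells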
Target sequence (Q9NZ20 whole entry, looked up): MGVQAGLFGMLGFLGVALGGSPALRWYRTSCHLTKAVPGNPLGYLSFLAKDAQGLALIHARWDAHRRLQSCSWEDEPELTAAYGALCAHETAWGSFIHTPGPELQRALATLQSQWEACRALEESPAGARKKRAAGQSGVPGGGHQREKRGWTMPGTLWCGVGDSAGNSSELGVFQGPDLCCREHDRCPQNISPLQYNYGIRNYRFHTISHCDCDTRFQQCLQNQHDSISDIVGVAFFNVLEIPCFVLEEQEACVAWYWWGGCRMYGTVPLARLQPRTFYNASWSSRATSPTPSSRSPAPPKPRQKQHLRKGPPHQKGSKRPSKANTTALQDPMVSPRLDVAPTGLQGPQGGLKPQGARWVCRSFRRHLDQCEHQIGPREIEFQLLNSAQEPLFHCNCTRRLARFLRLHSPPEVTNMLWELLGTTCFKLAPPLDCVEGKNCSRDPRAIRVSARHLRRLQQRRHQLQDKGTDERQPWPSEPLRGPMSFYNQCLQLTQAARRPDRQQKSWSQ
SMARCA2 act: SMARCA2 (BRM) function activators, primary screen, cell-based, luminescence, high throughput | MG213 cells, MMTV-luciferase reporter, dexamethasone, overnight | activation, % at 9.1 µM | 1% of 370,000 active | AID 652017, 2013; in the data active means activation above about 7.8%;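 further: 0% = vehicle wells and 100% = reference activator wells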
PLC-beta3 inh: human PLC-beta3 inhibitors, primary screen, biochemical, fluorescence; 1-phosphatidylinositol 4,5-bisphosphate phosphodiesterase beta-3 (Homo sapiens), Q01970; Purified PLC-beta3, fluorogenic substrate; inhibition, % at 12.2 µM; 0.18% of 370,000 active; in the data active means inhibition above about 11%;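 further: 0% = median of compound wells on plate and 100% = full blocker control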
DAX1 inh-1: DAX1 (NR0B1) inhibitors on StAR promoter, primary screen, cell-based, luminescence, SF-1 (NR5A1), full-length DAX-1; HEK293T StAR-luciferase reporter, SF-1/DAX-1 repression relief; inhibition, % at 6.8 µM; 1.1% of 370,000 active; AID 652010, 2013;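 active means inhibition above the mean over all tested compounds plus 3 SD, cut at about 3.6% in these data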;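 further: 0% = DAX-1 cells with DMSO and 100% = cells lacking DAX-1 with DMSO; higher inhibition means more luminescence from relief of DAX-1 repression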
Rev-erbA mod: modulators of Rev-erb alpha DNA binding, primary screen, biochemical, FITC-DNA, fluorescence polarization, uHTS. Rev-erbα–FITC-DNA binding, 90 min. activity, % at 10 µM. 0.79% of 370,000 active;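 active means activity above about 14%, limit read from the data; passing the limit was not always enough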;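 further: 0% = DMSO wells with 35 nM protein and 100% = DMSO wells with 750 nM protein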
Target sequence (P20393 whole entry, looked up): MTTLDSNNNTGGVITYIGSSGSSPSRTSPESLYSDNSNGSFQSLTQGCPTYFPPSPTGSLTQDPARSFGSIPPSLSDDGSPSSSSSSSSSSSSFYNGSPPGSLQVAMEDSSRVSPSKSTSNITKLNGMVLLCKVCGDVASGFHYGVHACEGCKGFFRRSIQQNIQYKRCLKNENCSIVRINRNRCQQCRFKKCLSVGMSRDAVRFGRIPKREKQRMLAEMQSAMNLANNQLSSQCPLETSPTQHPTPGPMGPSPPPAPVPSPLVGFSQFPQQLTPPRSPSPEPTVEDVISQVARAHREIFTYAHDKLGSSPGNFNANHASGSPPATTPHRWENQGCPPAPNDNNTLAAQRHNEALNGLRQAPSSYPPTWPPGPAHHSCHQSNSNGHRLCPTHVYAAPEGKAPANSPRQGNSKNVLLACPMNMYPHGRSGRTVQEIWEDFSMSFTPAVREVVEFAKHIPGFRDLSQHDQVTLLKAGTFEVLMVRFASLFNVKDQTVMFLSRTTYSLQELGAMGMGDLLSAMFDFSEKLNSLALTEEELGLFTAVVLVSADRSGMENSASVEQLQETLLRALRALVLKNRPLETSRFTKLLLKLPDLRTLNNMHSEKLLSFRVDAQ
GAA850 FXN act: FXN promoter activators, primary screen, cell-based, luciferase luminescence, HEK293 lucGAA850 | HEK293 lucGAA850 FXN promoter luciferase reporter, 24 h; percent of 10 µM SAHA response | activation, % at 6 µM | AID 540364, 2011 | 0.56% of 360,000 active;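 active means activation above the average of all compounds screened plus 3 SD, cutoff fixed separately per campaign, cut at about 7.5% in these data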;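 further: 0% = DMSO wells and 100% = 10 µM SAHA wells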
hcDAF12 agonist: H. contortus DAF-12 nuclear receptor activators, primary screen, cell-based, luminescence, HEK293, lit1-tk-luc reporter | HEK293 hcDAF-12 lit1-tk-luc reporter; 0% DMSO, 100% Δ7-dafachronic acid | activation, % at 6.8 µM | 1.4% of 370,000 active | AID 652067, 2013;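 active means activation above the mean of all tested compounds plus 3 SD, cut at about 5.5% in these data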;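 further: 100% = response to 3 µM Δ7-dafachronic acid high control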
PG9 Ab binder: binders of HIV-1 gp120 antibody PG9, primary screen, biochemical, TR-FRET; inhibition, % at 6.7 µM; TR-FRET gp120-PG9 antibody binding; 0.43% of 360,000 active; HIV-1 gp120 / PG9 antibody interaction; in the data active means inhibition above about 8.5%
DAX1 inh-2: DAX1 (NR0B1) inhibitors, primary screen, cell-based, HEK293, Gal4-DAX1, luciferase luminescence; Nuclear receptor subfamily 0 group B member 1 (Homo sapiens), P51843; 0.99% of 340,000 active; HEK293 Gal4-DAX1 luciferase reporter; AID 504766, 2011; inhibition, % at 6.75 µM;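 active means inhibition above the mean over all tested compounds plus 3 SD, cut at about 4.2% in these data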;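 further: 0% = DAX1-transfected cells with DMSO and 100% = empty-vector control cells with DMSO; inhibition shows as a rise in luminescence from relieved DAX1 repression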
The depositor's hits bear a star; i = inactive; x = not tested or not shown.

SMILES	hgDAF-12 ag	ssDAF-12 act	sPLA2-III inh	SMARCA2 act	PLC-beta3 inh	DAX1 inh-1	Rev-erbA mod	GAA850 FXN act	hcDAF12 agonist	PG9 Ab binder	DAX1 inh-2
N#Cc1cnc2c(-c3ccccc3)c(-c3ccccc3)nn2c1N	0.2	-1.7	0.9	-0.9	-21.2	-0.5	-1.2	0.5	-1.6	2.0	-0.8
CSCCC(NS(=O)(=O)c1ccc2c(c1)oc(=O)n2C)C(=O)NC1CCN(Cc2ccccc2)CC1 (centres undefined)	10.2	-0.1	-5.9	-4.6	-3.0	1.1	-4.1	-1.6	6.4*	-0.5	-0.6
CC(C)CC(=O)Nc1ccc(OCC(=O)O)cc1	0.3	-0.8	1.7	-2.7	-1.5	0.1	-4.5	2.9	-0.5	0.2	-0.6
COc1ccc(NC(=O)CSc2nnc3ccc(-c4cccnc4)nn23)cc1	-1.8	-1.1	5.3	2.1	1.6	2.2	-4.1	-2.5	-1.6	-0.3	-0.9
COc1ccc(OC)c(CNC(=O)CCC(=O)N2Cc3cccc(OC)c3Oc3ncccc32)c1	-0.7	-1.5	0.7	-0.4	-9.6	-0.7	-5.8	0.9	-2.1	-0.5	-0.3
O=C(Nc1nc2ncccn2c1-c1ccccc1)C1CC1	-0.8	-1.1	7.6	-0.7	i	-0.4	0.4	x	2.7	x	x
O=C(O/N=C/C1=C(Cl)c2ccccc2CC1)c1ccc(F)cc1	-1.7	0.2	-5.4	1.9	3.1	0.1	-2.2	-1.4	-1.4	-0.8	0.3
CNS(=O)(=O)c1cc(N(C)S(=O)(=O)c2ccc(C)cc2)c(C)cc1C	-0.3	-1.1	-10.2	-1.0	5.0	-0.7	6.5	0.2	-0.8	-1.4	0.3
COc1ccc(S(=O)(=O)N(C)C)cc1NC(=O)CSc1nncs1	0.8	-1.5	4.0	-1.1	-5.0	1.0	-0.1	1.0	-2.1	0.9	0.9
Cc1ccc(-n2[nH]c3c4c(ccc3c2=O)C(=O)c2ccccc2C4=O)cc1	0.8	-0.8	6.6	-1.7	0.1	-0.8	-0.3	0.4	-1.6	-1.7	-0.6
CCc1ccc(Nc2nc(N)nc(CSc3nnnn3-c3ccccc3)n2)cc1	-2.0	-1.3	-8.9	0.5	1.2	-0.9	-6.3	0.6	-1.5	-2.5	1.1
COc1cccc(Nc2nc(-c3sc(NC(=O)c4ccco4)nc3C)cs2)c1	-0.3	-1.4	2.6	4.6	-60.2	-1.3	-3.8	-2.3	-1.7	-1.4	-1.9
Cc1cccc(NC(=O)c2cc(Cl)sc2Cl)c1C	-1.3	-0.8	6.7	-4.0	1.9	-0.3	-3.2	1.1	0.6	1.0	-0.6
CCOc1ccc(NC(=O)c2cc(S(=O)(=O)N3CCCCC3)c[nH]2)cc1	-2.4	-1.7	11.8	-3.4	1.3	-2.0	-4.3	12.5*	0.2	1.3	-0.6
CSCCC(c1nc2ccccc2[nH]1)n1c(-c2ccc(C)cc2)nc2ccccc21 (centres undefined)	3.2	0.5	-3.4	-0.7	-8.0	1.1	4.0	x	1.8	-0.9	x
COc1ccc(-n2c(SCc3ccccn3)nc3c(c2=O)SCC3)cc1OC	-0.8	-0.7	3.5	-3.0	-3.7	-0.1	-1.7	1.2	-1.3	-1.7	-0.1
CCOC(=O)CSC1=NC(=O)/C(=C\c2ccc(OC(C)=O)cc2)S1	6.3	0.1	-3.6	4.9	-0.7	1.2	-1.6	7.4	0.7	-0.2	1.3
CCn1c(-c2ccc(F)cc2)n[nH]c1=S	0.4	-1.2	17.8	0.9	2.8	-0.9	0.9	0.6	-0.5	0.6	1.3
COCCN(C(=O)c1csnn1)C(C(=O)NC1CCCCC1)c1ccc(Cl)cc1 (centres undefined)	-0.1	-0.9	1.3	-3.0	-7.2	-0.2	-2.7	2.5	-1.8	-1.6	0.1
CCOC(=O)c1[nH]c2ccc(OC)cc2c1NC(=O)OC	1.1	-0.7	-7.2	1.1	-322.4	-0.5	-0.4	-0.9	-0.1	-0.2	-0.1

Continued; it opens with the 2 that closed the last part.
SMILES	hgDAF-12 ag	ssDAF-12 act	sPLA2-III inh	SMARCA2 act	PLC-beta3 inh	DAX1 inh-1	Rev-erbA mod	GAA850 FXN act	hcDAF12 agonist	PG9 Ab binder	DAX1 inh-2
COCCN(C(=O)c1csnn1)C(C(=O)NC1CCCCC1)c1ccc(Cl)cc1 (centres undefined)	-0.1	-0.9	1.3	-3.0	-7.2	-0.2	-2.7	2.5	-1.8	-1.6	0.1
CCOC(=O)c1[nH]c2ccc(OC)cc2c1NC(=O)OC	1.1	-0.7	-7.2	1.1	-322.4	-0.5	-0.4	-0.9	-0.1	-0.2	-0.1
CCCc1nc(SCC(=O)NNC(=O)C2CCCCC2)c2ccccc2n1	-0.5	-0.9	0.3	-0.1	1.9	-0.1	4.6	-2.1	-0.3	-0.4	0.6
CC1(C)Cc2c(sc3nc(C4CCCCC4)n(N)c(=O)c23)CO1	1.1	-0.8	1.5	-1.1	-3.4	0.0	0.1	0.0	-0.2	-0.5	1.1
CCOC(=O)C1CCCN(C(=O)c2ccc(CNc3c(N4CCC(C)CC4)c(=O)c3=O)cc2)C1 (centres undefined)	-0.2	-0.6	-1.2	-0.4	4.7	0.5	0.7	-0.8	-2.1	-1.2	0.3
CC(=O)c1ccc(N2CCN(C(=O)C3CCN(C(=O)Nc4ccccc4)CC3)CC2)cc1	-2.7	-1.5	-3.6	1.5	-8.5	-1.7	4.8	0.7	-1.4	-2.3	-0.1
O=C(N/N=C/c1cn(Cc2ccccc2)c2ccccc12)c1cccnc1	-3.8	-2.0	3.5	-5.6	-38.0	-2.2	-2.4	1.0	-3.9	-1.4	-3.6
CC(C)Cc1ccc(/C=C/C(=O)NC2CC2)cc1	13.3*	0.7	-3.9	4.8	0.9	3.4	-1.4	3.8	3.9	-2.8	0.4
COC(=O)c1sc(NC(=O)COc2ccccc2OC)nc1C	-0.2	-1.9	-2.3	0.8	-2.4	0.2	2.4	0.2	0.4	0.1	-0.2
CCN(CC)c1c(C)nc2ccc(C(=O)NCc3ccc4c(c3)OCO4)cn12	1.9	-1.1	0.9	-1.4	-6.7	-0.4	-1.9	0.2	-0.2	0.5	x
Oc1ccccc1N1CCN(c2nnnn2-c2ccccc2)CC1	0.0	-1.3	4.5	-1.7	-7.6	0.5	4.9	-0.2	0.3	-0.6	-0.6
Cc1cccc(N(CC(=O)NC2CCCC2)C(=O)c2csnn2)c1C	1.2	-0.8	5.5	-2.6	-2.4	1.0	-2.9	-2.9	-0.5	0.3	-0.4
CCN(CC)c1nc2c(c(=O)n(C)c(=O)n2C)n1CC(=O)c1ccccc1	-0.3	0.1	-5.5	-2.2	-8.3	-0.7	4.5	2.2	1.0	-2.6	x
Cc1ccc(CN(C(=O)c2ccc([N+](=O)[O-])cc2)C2CCS(=O)(=O)C2)o1 (centres undefined)	1.7	-0.7	3.3	2.3	-1.2	0.3	-2.8	-0.1	1.4	0.0	0.4
COc1cc2c(cc1OC)CN(C(=O)c1ccc(S(=O)(=O)N3CCCC3)cc1)CC2	-2.2	-1.6	-4.9	-3.3	-7.6	-0.2	-4.6	1.6	-1.0	-0.3	0.0
CC1CN(c2nnnn2-c2ccccc2)CC(C)O1 (centres undefined)	-0.7	-1.0	7.3	-0.2	1.5	-0.1	0.0	1.2	-0.3	0.1	-0.2
CCOCCCNC(=O)C(NC(=O)c1ccc2c(c1)OCO2)c1ccc(OC)cc1 (centres undefined)	0.8	-1.4	0.3	4.0	4.7	-0.5	6.5	0.5	-0.5	-1.0	0.1
COc1ccccc1NS(=O)(=O)c1ccc(C)c(C(=O)Nc2ccc(S(=O)(=O)Nc3onc(C)c3C)cc2)c1	2.2	-1.0	-45.3	-3.0	-1.5	1.7	-7.0	-1.1	0.9	0.4	0.8
CCCCCOC(=O)C(C)Sc1n[nH]c(=O)[nH]c1=O (centres undefined)	1.6	-1.2	0.6	1.9	-2.2	0.1	-1.6	2.2	-0.1	-3.2	0.7
CC(=O)Nc1ccc(C(=O)Nc2cccc(-c3cnc4ccccc4n3)c2)cc1	0.2	-1.3	-4.8	1.9	-3.1	-0.8	1.1	-0.3	-1.4	2.0	0.8
CC(C)CC1NC(=O)N(CC(=O)Nc2cccc(Br)c2)C1=O (centres undefined)	-2.1	-1.3	0.3	9.6*	-3.5	-1.0	0.9	2.4	0.2	0.1	-0.5
O=C(OCCCc1cc2ccccc2c(=O)o1)c1ccc(F)cc1	-2.4	-1.0	-1.8	-0.3	-6.5	-0.5	-2.9	0.2	-1.5	2.1	0.1
CCCCn1c(N)c(N(CC(C)C)C(=O)c2cc(=O)[nH]c3ccccc23)c(=O)[nH]c1=O	0.6	-0.2	8.5	-1.4	-2.0	-0.8	-2.9	1.6	1.3	2.1	0.9
O=C(Cn1[nH]c(=O)c2ccccc2c1=O)NC1CCN(Cc2ccccc2)CC1	-0.6	-1.2	-4.3	-0.8	2.1	0.7	-4.9	-1.5	-1.2	-0.2	-0.5
O=C(N/N=C1\CCc2ccccc21)c1ccccc1Cl	11.9*	-0.3	6.1	3.0	3.0	2.5	-4.6	4.2	3.0	2.7	3.3
CCCC(=O)Nc1nc2ccc(OCC)cc2s1	16.6*	-0.3	4.4	1.5	2.2	3.4	-5.1	1.8	0.7	-1.8	-0.1
O=C(CN1CCN(S(=O)(=O)c2ccc(Br)cc2)CC1)Nc1ccccc1C(=O)c1ccccc1	0.8	-1.7	1.2	4.2	0.1	-0.9	0.2	1.6	-0.2	-2.9	0.4
COC(=O)c1[nH]c2ccccc2c1NC(=O)Oc1ccccc1	5.9	0.5	-1.2	2.0	-34.6	1.4	5.9	0.8	8.4*	-16.9	3.0
COc1cc(C(=O)NC(C)Cc2cccs2)cc(OC)c1OC (centres undefined)	-0.2	-1.0	1.7	0.9	1.2	-0.3	1.5	1.8	-1.5	-1.2	-0.3
O=C(OC(C(=O)Nc1ccc(Cl)cc1C(F)(F)F)c1ccccc1)c1c(Cl)cccc1Cl (centres undefined)	0.5	-1.8	-0.4	-4.4	-6.3	-0.7	-3.8	11.4*	0.3	-0.5	0.9
CCOc1ccccc1NC(=O)C1CCC(CNc2c(N3CCCCC3)c(=O)c2=O)CC1 (centres undefined)	-1.2	-0.7	-0.5	-1.9	-7.5	-0.2	0.1	0.6	-1.1	-1.8	0.4
